Compound activity as filed in PubChem.
CHRM5 agonist: CHRM5 agonism in calcium assay; activation, % at 3 µM; CHO-K1 hM5 cells, Fluo-8 calcium fluorescence; 0% DMSO wells, 100% maximal acetylcholine response; P08912; AID 624037; 360,000 compounds, 0.19% hits;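 active = activation above the run's mean over test compounds plus 3 SD, cut at about 23% in these data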;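 note: signal is peak over basal fluorescence ratio across the kinetic read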
Target sequence (P08912 whole entry, looked up): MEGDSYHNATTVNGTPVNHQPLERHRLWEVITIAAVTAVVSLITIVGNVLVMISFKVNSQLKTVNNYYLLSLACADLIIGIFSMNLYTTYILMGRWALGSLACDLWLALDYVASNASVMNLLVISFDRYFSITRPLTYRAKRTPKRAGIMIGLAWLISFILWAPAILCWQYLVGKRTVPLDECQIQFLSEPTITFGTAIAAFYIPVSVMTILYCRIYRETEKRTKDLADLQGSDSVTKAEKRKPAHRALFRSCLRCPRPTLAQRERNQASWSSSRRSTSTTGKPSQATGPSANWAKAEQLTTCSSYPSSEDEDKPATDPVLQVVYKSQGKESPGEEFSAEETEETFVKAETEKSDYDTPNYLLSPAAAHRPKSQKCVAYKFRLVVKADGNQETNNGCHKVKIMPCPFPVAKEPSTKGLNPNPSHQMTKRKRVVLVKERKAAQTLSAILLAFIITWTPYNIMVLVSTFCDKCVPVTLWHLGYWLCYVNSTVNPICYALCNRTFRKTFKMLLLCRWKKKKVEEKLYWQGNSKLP
CHRM4 antagonist: CHRM4 antagonism in calcium assay | CHO-hM4 cells, ACh EC80, Fluo-8 calcium fluorescence | AID 624125 | P08173 | 360,000 compounds, 0.73% hits | inhibition, % at 3 µM;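 active = inhibition above its plate's cutoff, the mean inhibition of sample wells plus 3 SD, cut at about 27% in these data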;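 note: 0% = acetylcholine EC80 with DMSO and 100% = DMSO without agonist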
CHRM5 PAM: CHRM5 positive allosteric modulation. CHO-K1 hM5, Fluo-8 calcium, ACh EC20 PAM; 0% = ACh EC20, 100% = ACh EC100. P08912. 360,000 compounds, 0.3% hits. activation, % at 3 µM;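 active = activation above the run cutoff, the mean activation of all test compounds plus 3 SD, cut at about 18% in these data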
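system = human M5 receptor in CHO-K1 cells | compound = one concentration, 3 µM final (nominal) | schedule = Post-acetylcholine fluorescence recording 140 s | signal = Fluo-8 calcium dye fluorescence, kinetic read | benchmarks = low control EC20 acetylcholine (0%), high control EC100 acetylcholine (100%) | repeats = singlicate, one well per test compound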
M5 antag: blocks acetylcholine activation of human M5 receptor; AID 624040; inhibition, % at 3 µM; CHO-hM5 cells, Fluo-8 calcium fluorescence, ACh EC80; 360,000 compounds, 0.59% hits; P08912;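 active = inhibition above a per-plate cutoff, the mean of that plate's test compounds plus 3 SD, cut at about 27% in these data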;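 note: 0% = acetylcholine EC80 with DMSO and 100% = DMSO without agonist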
M1 antag: antagonists of human M1 muscarinic receptor; CHO-K1 hM1, Fluo-8 calcium fluorescence, ACh EC80 antagonist; P11229; 360,000 compounds, 1.3% hits; inhibition, % at 3 µM;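 active = percent inhibition above its own plate's cutoff, namely the mean of that plate's compound wells plus 3 SD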;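 note: peak over basal fluorescence ratio during 140 s after agonist addition; 0% = ACh EC80 plus DMSO and 100% = DMSO alone without agonist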
Target sequence (P11229 whole entry, looked up): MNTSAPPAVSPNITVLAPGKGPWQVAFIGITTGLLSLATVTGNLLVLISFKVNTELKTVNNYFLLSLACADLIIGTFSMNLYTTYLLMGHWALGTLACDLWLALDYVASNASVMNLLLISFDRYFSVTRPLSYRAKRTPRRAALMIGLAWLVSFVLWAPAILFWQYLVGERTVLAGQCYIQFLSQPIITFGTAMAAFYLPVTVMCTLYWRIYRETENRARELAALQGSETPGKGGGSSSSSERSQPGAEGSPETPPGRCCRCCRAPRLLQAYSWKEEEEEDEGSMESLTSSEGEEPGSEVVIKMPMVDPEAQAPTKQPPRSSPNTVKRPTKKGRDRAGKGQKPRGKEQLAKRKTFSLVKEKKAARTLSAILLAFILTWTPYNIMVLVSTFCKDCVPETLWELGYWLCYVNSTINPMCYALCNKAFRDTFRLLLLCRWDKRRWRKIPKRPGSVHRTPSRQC
M4 ag: CHRM4 agonism in calcium assay | P08173 | CHO-K1 hM4/Gqi5, Fluo-8 calcium fluorescence; vehicle 0%, full acetylcholine response 100% | activation, % at 3 µM | 360,000 compounds, 0.14% hits | AID 624127;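 active = activation above the run mean over all test wells plus 3 SD, cut at about 32% in these data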;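 note: peak over basal fluorescence ratio per well then scaled between controls; 0% = DMSO wells and 100% = acetylcholine at EC100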
CRFBP-R2 agonist: CRF-BP/CRF-R2 complex agonism. HEK293 CRF-R2/CRF-BP, calcium dye fluorescence (FLIPR); percent of saturating CRF peptide response. activation, % at 13.2 µM. 350,000 compounds, 0.46% hits. AID 588473;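 active = activation of at least 50%, plus an integration ratio under a set limit after plate pattern correction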;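 note: plate controls were neutral control wells without compound for no effect and CRF at EC100 for full effect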
CHRM1 PAM: human CHRM1 positive allosteric modulation; P11229; CHO-K1 hM1, Fluo-8 calcium fluorescence, ACh EC20; 0% = ACh EC20, 100% = maximal ACh; activation, % at 3 µM; 360,000 compounds, 0.088% hits; in the data active = activation above about 19%, passing the limit was not always enough
M4 PAM: potentiates acetylcholine response at human M4 receptor. CHO-K1 hM4/Gqi5, Fluo-8 calcium fluorescence, ACh EC20; 0% = ACh EC20, 100% = maximal ACh. 360,000 compounds, 0.4% hits. P08173. AID 624126. activation, % at 3 µM;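 active = activation above its plate's cutoff, the mean activation of sample wells plus 3 SD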; note: some results filed as inactive read as strong as hits
* marks the source's active call; other numbers are inactive results; · = no result given.

1: Cc1ccc(N2C(=O)CC(Sc3ncccn3)C2=O)cc1C (centres undefined)
2: O=C(NCc1ccccc1)c1ccc(F)c(F)c1
3: O=C(CNC(=O)c1ccco1)NNC(=O)c1n[nH]c(=O)c2ccccc12
4: CCC1Oc2ccc(C)cc2N(CC(=O)NCc2cccs2)C1=O (centres undefined)
5: COCc1nc2ccccc2n1CCc1ccccc1
6: CC(C)Oc1ccc(C2CC(=O)N(c3cccc(/C=C/C(=O)O)c3)C2=O)cc1 (centres undefined)
7: Cc1cc[n+](CC(=O)c2cccc([N+](=O)[O-])c2)c2ccccc12
8: CCn1c(CC(C)C)n[nH]c1=S

entry no. | 1 | 2 | 3 | 4 | 5 | 6 | 7 | 8
CHRM5 agonist | 1 | 1 | 3 | -7 | 7 | -3 | -7 | 0
CHRM4 antagonist | 7 | 2 | 5 | -21 | 1 | -5 | 10 | 11
CHRM5 PAM | 2 | 6 | 0 | 5 | 3 | -1 | -6 | -7
M5 antag | 3 | -15 | 11 | 3 | -6 | -1 | -2 | 4
M1 antag | -19 | -8 | -11 | -8 | -7 | 0 | 6 | 4
M4 ag | 0 | 4 | 1 | 2 | 0 | 1 | 1 | 1
CRFBP-R2 agonist | -1.2 | 0.0 | -1.1 | -1.0 | -0.6 | 0.2 | 3.9 | 1.9
CHRM1 PAM | 14 | 10 | 14 | 5 | 11 | 2 | -12 | 5
M4 PAM | 4 | 20* | 4 | 12 | -3 | 1 | -9 | -1

9: Cc1cc(C)c(/C=N/NC(=O)c2nnn(-c3nonc3N)c2COc2ccc(F)cc2)c(C)c1
10: Cc1ccnc(NS(=O)(=O)c2ccc(NC(=O)c3ccc([N+](=O)[O-])s3)cc2)n1
11: C=CCN1C(=O)c2ccc(C(=O)N3CCN(S(=O)(=O)c4cccc(F)c4)CC3)cc2C1=O
12: Cc1cc(C(=O)OCC(=O)Nc2cccc(S(N)(=O)=O)c2)c(C)o1
13: Cc1ccccc1N1CCN(Cc2c(C#N)c3ccccc3n2C)CC1
14: CC1CC(C)CN(CCCNC(=O)c2ccc3c(c2)ncn3C2CCCC2)C1 (centres undefined)
15: COc1ccc(N2C(=O)c3cccc4c(N(C)CCO)ccc(c34)C2=O)cc1
16: CCCOc1ccc(NCC(=O)Nc2ccc(C)cc2C)cc1

entry no. | 9 | 10 | 11 | 12 | 13 | 14 | 15 | 16
CHRM5 agonist | -1 | 1 | 1 | 0 | -3 | -8 | 24* | -2
CHRM4 antagonist | 0 | 6 | 1 | 0 | -7 | 9 | 1 | -4
CHRM5 PAM | 2 | 2 | -7 | -1 | -4 | -4 | -9 | -1
M5 antag | 3 | -3 | 1 | 2 | 2 | 17 | 7 | -4
M1 antag | -12 | 12 | 8 | 6 | 4 | 28 | -2 | 0
M4 ag | 0 | 0 | 5 | 1 | 0 | 1 | 7 | -1
CRFBP-R2 agonist | 2.9 | -1.6 | 0.2 | 0.2 | 9.3 | 0.2 | 77* | 0.3
CHRM1 PAM | 3 | -1 | -3 | -1 | -9 | -15 | -2 | 6
M4 PAM | -3 | -4 | 7 | 7 | 11 | -3 | 1 | 6

17: S=C(NN=C(C1CC1)C1CC1)Nc1ccccc1
18: COC(=O)c1ccccc1NC(=O)C1CC(=O)N(c2ccc(C)cc2)C1 (centres undefined)
19: CN1CCC[C@@H]1CCNC(=O)c1c(-c2ccc3c(c2)OCO3)noc1-c1ccsc1
20: CCOC(=O)c1sc(NC(=O)c2c(C)nn(Cc3ccccc3)c2C)cc1C
21: COc1cccc(=O)c2c(C)n(-c3cc(C)cc(C)c3)c(C)c12
22: CCC(=O)c1ccc(OCC(O)CN(C)C2CCCCC2)cc1 (centres undefined)
23: CCS(=O)(=O)c1nc(S(=O)(=O)c2ccc(C)cc2)c(N2CCC(O)CC2)s1
24: COC(=O)c1ccc2nc(-c3ccc(C)cc3)c(CC3CCCCC3)n2c1

entry no. | 17 | 18 | 19 | 20 | 21 | 22 | 23 | 24
CHRM5 agonist | -2 | 0 | -2 | -7 | 1 | -7 | -7 | 2
CHRM4 antagonist | 7 | 10 | 8 | -1 | 9 | -1 | 13 | -5
CHRM5 PAM | -4 | 3 | 7 | -3 | 1 | -3 | 5 | -6
M5 antag | 7 | -1 | -14 | 1 | 3 | 0 | 2 | 9
M1 antag | -10 | -3 | -9 | -14 | -6 | -3 | -18 | -12
M4 ag | 0 | 0 | 2 | 3 | 0 | 1 | 1 | 2
CRFBP-R2 agonist | -1.2 | -2.5 | 0.5 | -0.7 | 11 | 3.6 | 10.0 | ·
CHRM1 PAM | 5 | 13 | 8 | 2 | 5 | -11 | 18 | -3
M4 PAM | 1 | -1 | 5 | 1 | -7 | -18 | 4 | -4

In another format: entries from further up
| entry | CHRM5 agonist | CHRM4 antagonist | CHRM5 PAM | M5 antag | M1 antag | M4 ag | CRFBP-R2 agonist | CHRM1 PAM | M4 PAM | SMILES |
| --- | --- | --- | --- | --- | --- | --- | --- | --- | --- | --- |
| 21 | 1 | 9 | 1 | 3 | -6 | 0 | 11 | 5 | -7 | COc1cccc(=O)c2c(C)n(-c3cc(C)cc(C)c3)c(C)c12 |
| 22 | -7 | -1 | -3 | 0 | -3 | 1 | 3.6 | -11 | -18 | CCC(=O)c1ccc(OCC(O)CN(C)C2CCCCC2)cc1 (centres undefined) |
| 23 | -7 | 13 | 5 | 2 | -18 | 1 | 10.0 | 18 | 4 | CCS(=O)(=O)c1nc(S(=O)(=O)c2ccc(C)cc2)c(N2CCC(O)CC2)s1 |

(next part)
25: COc1cc(C2=NOC(C(=O)N3CCOCC3)C2)cc(OC)c1OC (centres undefined)
26: Cc1ccc(N(CC(=O)NC(C)(C)C)C(=O)CCC(=O)Nc2ccccn2)c(C)c1
27: CC(=O)CCC(=O)OCC(=O)Nc1ccc(SC(F)F)cc1
28: COc1ccc(N(Cc2cc3ccc(C)cc3[nH]c2=O)C(=O)c2ccco2)cc1
29: COc1ccc(CNCCC(c2ccc(OC)cc2)c2ccccc2OC)cc1 (centres undefined)
30: CCCC(C)C(=O)Nc1nc(C)c(-c2csc(Nc3cc(Cl)ccc3C)n2)s1 (centres undefined)
31: Cc1ccc([C@H]2C[C@@H](O)[C@H](n3cc(-c4ccc(F)cc4)nn3)CN2C(=O)c2cccs2)cc1
32: COc1ccc2oc(=O)c(C(=O)NC(C)c3ccccc3)cc2c1 (centres undefined)

entry no. | 25 | 26 | 27 | 28 | 29 | 30 | 31 | 32
CHRM5 agonist | 2 | 1 | -1 | 1 | 3 | -1 | 0 | -1
CHRM4 antagonist | 3 | -3 | -2 | 13 | 1 | 2 | -12 | -9
CHRM5 PAM | 0 | -7 | 6 | -2 | -13 | -1 | 6 | 0
M5 antag | 4 | 9 | 2 | -5 | 14 | 22 | -1 | 13
M1 antag | -1 | -1 | -5 | 9 | -2 | -3 | -9 | 8
M4 ag | 2 | 1 | 2 | -1 | 10 | 1 | 2 | 5
CRFBP-R2 agonist | 0.7 | 20 | 1.9 | -1.3 | -0.1 | -0.9 | -0.1 | -2.2
CHRM1 PAM | 2 | -4 | 9 | 3 | 6 | 8 | 14 | -2
M4 PAM | 8 | -5 | -2 | 4 | -7 | 3 | 0 | -1

Three compounds from above with just M1 antag and M4 ag:
# | mol | M1 antag | M4 ag
9 | Cc1cc(C)c(/C=N/NC(=O)c2nnn(-c3nonc3N)c2COc2ccc(F)cc2)c(C)c1 | -12 | 0
10 | Cc1ccnc(NS(=O)(=O)c2ccc(NC(=O)c3ccc([N+](=O)[O-])s3)cc2)n1 | 12 | 0
11 | C=CCN1C(=O)c2ccc(C(=O)N3CCN(S(=O)(=O)c4cccc(F)c4)CC3)cc2C1=O | 8 | 5

Next records:
33: CCOC(=O)C1CCN(Cc2ccc(Cl)c(Cl)c2)CC1
34: CCOC1=C2[C@H](c3ccccc3Cl)N(S(=O)(=O)c3ccc(C)cc3)C[C@H]2C(C#N)(C#N)C(C#N)(C#N)C1
35: Cc1ccc([N+](=O)[O-])cc1-c1ccc(/C=C(\C#N)c2[nH]nc(N)c2C#N)o1
36: Cc1nc2c3ccccc3nc(NNC(=O)CCC(=O)NCCC(C)C)n2n1
37: Cc1c(C(=O)N2CCN(c3ccccn3)CC2)oc2c1C(=O)CC(C)(C)C2
38: Cc1ccc(C(C(=O)NC2CCCC2)N(C(=O)c2csnn2)C2CCCC2)o1 (centres undefined)
39: Cn1c2c(c(=O)n(C)c1=O)C1c3cc(Cl)ccc3OCC1CO2 (centres undefined)
40: Cn1c(=O)n(Cc2ccc(F)cc2)c(=O)c2c1nc1n2CCCN1Cc1ccccc1

entry no. | 33 | 34 | 35 | 36 | 37 | 38 | 39 | 40
CHRM5 agonist | -4 | 1 | 0 | -2 | 2 | -2 | 1 | -2
CHRM4 antagonist | 3 | 0 | -14 | 2 | -7 | -7 | 3 | 2
CHRM5 PAM | -1 | -2 | -2 | -5 | -10 | 7 | 6 | -1
M5 antag | -5 | 1 | 7 | 11 | 3 | 3 | 2 | 0
M1 antag | -20 | -21 | 5 | -12 | 10 | -3 | -14 | -6
M4 ag | -1 | 1 | 3 | 4 | 18 | -1 | 0 | 1
CRFBP-R2 agonist | 3.8 | · | -0.6 | -0.2 | -1.2 | 0.1 | -1.7 | -2.6
CHRM1 PAM | -2 | 12 | -1 | 8 | -10 | -2 | 13 | -8
M4 PAM | -4 | -2 | 8 | 4 | -7 | 9 | 7 | -3

41: COc1ccccc1NC(=O)CSc1nc2ccccc2c(=O)n1C
42: Cc1ccc(S(=O)(=O)N2CCCCC2)cc1NC(=O)c1ccc(Cl)nc1
43: COc1cccc(CNC(=O)CCC(=O)N2CCOCC2)c1
44: O=C(CSc1ncccc1C(=O)O)NC1CCCCCCC1
45: CC1CCC(NC(=O)CSc2ccc(S(=O)(=O)N(C)C)cn2)CC1 (centres undefined)
46: CSCCC(NS(=O)(=O)c1ccc(C)cc1)C(=O)N(C)CC(=O)Nc1ccccc1Br (centres undefined)
47: OC(CCN1CCCCC1)c1ccc(-c2ccccc2)cc1 (centres undefined)
48: COc1ccc(CNCc2c(C(=O)N(C)C)nc3ccc(Cl)cn23)c(OC)c1
49: CC(C)c1ccc(NC(=O)Cc2cn(C)c3ccccc23)cc1
50: COc1ccccc1-n1nnnc1SCC(=O)Nc1ccccc1
51: O=C(NNC(=O)c1ccncc1)Nc1cccc(C(F)(F)F)c1

entry no. | 41 | 42 | 43 | 44 | 45 | 46 | 47 | 48 | 49 | 50 | 51
CHRM5 agonist | -1 | 3 | 3 | 0 | 2 | 2 | -5 | 1 | -3 | 0 | -1
CHRM4 antagonist | -10 | 1 | -4 | 4 | -7 | -13 | 14 | -5 | -10 | 10 | -3
CHRM5 PAM | -11 | -5 | -1 | 0 | 5 | -18 | -2 | 10 | -3 | -6 | 5
M5 antag | 0 | 5 | 4 | 5 | -3 | 8 | 7 | -6 | 12 | 12 | -6
M1 antag | 5 | 3 | -8 | -23 | 0 | 1 | 1 | -2 | -9 | -1 | -20
M4 ag | 12 | 12 | 0 | 0 | 1 | 15 | 3 | 1 | -1 | 4 | 2
CRFBP-R2 agonist | -1.4 | 1.0 | -0.8 | 1.8 | -0.2 | 0.0 | -0.6 | -0.2 | -1.5 | 0.2 | -1.3
CHRM1 PAM | -10 | -4 | 6 | 2 | 4 | -3 | -9 | 3 | 9 | -3 | -3
M4 PAM | -5 | 0 | 0 | -1 | 11 | -2 | -13 | 8 | 9 | -7 | 3
